# Screening results deposited in PubChem BioAssay by several laboratories.
# SKN-1 inh: suppressors of acrylamide-induced Pgst-4::GFP reporter in worms, primary screen, SKN-1 inhibitor project, whole organism, uHTS, GFP/RFP fluorescence ratio, strain VP596. C. elegans VP596 Pgst-4::GFP/RFP ratio, 24 h. AID 624304, 2012. inhibition, % at 21.8 µM. 0.49% of 360,000 active;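 active = interference check ratio from 0.5 to 1.5 plus GFP to RFP signal ratio inhibition reaching or exceeding a fixed threshold, cut at about 30% in these data, passing the limit was not always enough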; note: some compounds called inactive have numbers as strong as hits
# TbMetRS inhib: T. brucei MetRS inhibitors, primary screen, biochemical, luminescence; 0.4% of 360,000 active; inhibition, % at 11.9 µM; methionyl-tRNA synthetase (Trypanosoma brucei brucei); AID 624268, 2012; purified T. brucei MetRS, ATP depletion, Kinase-Glo luminescence;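 active = inhibition above a per-plate cutoff of the control wells' mean inhibition plus 3 SD, cut at about 5.5% in these data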;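 note: 0% = DMSO wells median and 100% = median of wells with control inhibitor compound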
#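 Dosing: 11.9 µM compound single dose, 0.9% DMSO; Assay system: purified T. brucei MetRS enzyme; Measured by: Kinase-Glo luciferase luminescence reporting remaining unconsumed ATP; Schedule: 15 min plus 2 h at 25 °C.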
# CendR NRP1 mod: modulators of CendR peptide binding to NRP-1, primary screen, biochemical, fluorescence polarization, uHTS; inhibition, % at 25 µM; 0.85% of 360,000 active; Neuropilin-1 (Homo sapiens), O14786; AID 602438, 2012; FAM-RPARPAR peptide binding to NRP-1;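 active = inhibition or corrected inhibition above about 18%, plus a signal ratio from 0.5 to 1.5, limit read from the data, passing the limit was not always enough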; note: strong numbers were not always called active
# Scp-1 inhibitor: Scp-1 phosphatase inhibitors, primary screen, biochemical, colorimetric, uHTS | Carboxy-terminal domain RNA polymerase II polypeptide A small phosphatase 1 (Homo … | Recombinant Scp1, phosphopeptide, malachite green phosphate absorbance | inhibition, % at 20 µM | 0.88% of 340,000 active | AID 493091, 2011;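 active = inhibition above about 50% at 20 µM, limit read from the data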;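 note: plate controls were DMSO wells with enzyme for no effect and wells lacking enzyme for full effect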
# Target sequence (Q9GZU7 76-261 limits assumed): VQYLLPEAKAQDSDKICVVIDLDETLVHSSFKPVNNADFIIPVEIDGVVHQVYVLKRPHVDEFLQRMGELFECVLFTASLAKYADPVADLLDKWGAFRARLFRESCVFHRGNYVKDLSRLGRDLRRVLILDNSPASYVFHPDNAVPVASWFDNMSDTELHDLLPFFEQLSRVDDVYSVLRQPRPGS
#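 Test system: SCP-1 catalytic domain; Buffer or medium: Acidic Tris acetate buffer with magnesium and detergent; Also added: Phosphorylated 17-residue peptide substrate; Compound: single 20 µM dose, 1% DMSO; Schedule: enzyme reaction 45 min at room temperature, colour 5 min, stabilisation 30 min; Signal: Phosphate-binding colour reagent, absorbance read at 630 nm.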
# NadD inh: inhibitors of S. aureus NadD, primary screen, biochemical, colorimetric, uHTS; 0.78% of 360,000 active; purified NadD enzyme, colorimetric absorbance read-out; inhibition, % at 20 µM; Nicotinate-nucleotide adenylyltransferase NadD (Staphylococcus aureus N315); in the data active = inhibition above about 26%; note: some compounds past the cut are filed as inactive
# STEP block: STEP phosphatase inhibitors, primary screen, biochemical, fluorescence intensity, uHTS; AID 588621, 2011; recombinant STEP, OMFP fluorogenic substrate; inhibition, % at 20 µM; Tyrosine-protein phosphatase non-receptor type 5 (Homo sapiens), P54829; 0.25% of 360,000 active;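 active = inhibition at 20 µM, scaled per plate between control wells, above about 37%, limit read from the data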;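 note: 0% = DMSO with enzyme and substrate and 100% = substrate only without enzyme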
#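 Measure: Control-normalized % inhibition with plate pattern correction | Test system: STEP phosphatase, cell-free reaction | Medium: pH 6.0 Bis-Tris with DTT and Tween 20 | Technique: Fluorescence, 480/540 nm | Times: Reaction 20 min, ambient temperature | Doses: Single compound dose of 20 µM, 1% DMSO final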
# Neddylation inh: inhibitors of cullin neddylation, primary screen, biochemical, TR-FRET, uHTS, NAE and Ubc12; calls only at 25 µM; 0.58% of 360,000 active; NEDD8-conjugating enzyme Ubc12 (Homo sapiens) + NEDD8-activating enzyme E1 regulatory …; in the data active = inhibition above about 36%
# Target sequence (P61081 whole entry, looked up): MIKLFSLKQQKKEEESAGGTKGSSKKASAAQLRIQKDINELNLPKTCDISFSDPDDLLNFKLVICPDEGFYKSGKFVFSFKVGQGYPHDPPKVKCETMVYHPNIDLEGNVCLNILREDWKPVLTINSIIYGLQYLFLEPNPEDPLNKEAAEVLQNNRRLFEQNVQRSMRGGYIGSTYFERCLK
# Target sequence (Q13564 whole entry, looked up): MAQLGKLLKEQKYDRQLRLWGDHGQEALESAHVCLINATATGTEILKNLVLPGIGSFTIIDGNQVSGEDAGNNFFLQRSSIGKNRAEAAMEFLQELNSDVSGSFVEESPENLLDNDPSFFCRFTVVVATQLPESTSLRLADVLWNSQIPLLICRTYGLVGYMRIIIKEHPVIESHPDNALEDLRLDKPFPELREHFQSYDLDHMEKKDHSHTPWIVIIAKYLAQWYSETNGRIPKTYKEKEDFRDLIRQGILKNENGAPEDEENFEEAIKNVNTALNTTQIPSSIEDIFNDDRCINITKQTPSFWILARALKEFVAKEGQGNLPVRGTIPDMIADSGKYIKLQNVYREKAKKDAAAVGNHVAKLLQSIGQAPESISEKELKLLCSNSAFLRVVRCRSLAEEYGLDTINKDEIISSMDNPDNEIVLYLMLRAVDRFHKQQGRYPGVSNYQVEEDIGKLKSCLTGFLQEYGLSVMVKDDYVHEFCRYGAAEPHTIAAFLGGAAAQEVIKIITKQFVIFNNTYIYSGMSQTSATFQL
# SUMO1 PPI mod: modulators of SUMO1 protein-protein interactions, primary screen, biochemical, uHTS; SUMO1 binding to a labelled peptide, TR-FRET, 1 h; inhibition, % at 20 µM; Small ubiquitin-related modifier 1 (Homo sapiens), P63165; 0.33% of 360,000 active; in the data active = inhibition above about 37%
# LMPTP inh: LMPTP phosphatase inhibitors, primary screen, biochemical, fluorescence intensity, uHTS | recombinant LMPTP-A, OMFP fluorogenic substrate | inhibition, % at 20 µM | 0.22% of 360,000 active | AID 651560, 2012;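 active = compounds that cut the enzyme signal by at least half of the control window in the single-dose screen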;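 note: plate controls were DMSO wells with enzyme plus substrate for no effect and substrate without enzyme for full effect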
# Target sequence (P24666 whole entry, looked up): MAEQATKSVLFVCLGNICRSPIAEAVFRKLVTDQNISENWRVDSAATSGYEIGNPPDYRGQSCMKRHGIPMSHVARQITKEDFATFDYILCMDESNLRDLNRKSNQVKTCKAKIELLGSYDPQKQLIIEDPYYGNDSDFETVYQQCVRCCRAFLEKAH
#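 Test system – LMPTP-A enzyme · Amount – LMPTP-A at 0.625 nM final in the reaction · Buffer or medium – Bis-Tris pH 6.0, DTT, detergent · Reagent – OMFP 400 µM · Doses – single 20 µM dose · Schedule – reaction 50 min, room temperature, dark · Detection – fluorescence intensity of OMFP turnover product · Evaluation – percent inhibition versus substrate-only and uninhibited controls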
# DNMT1 inh: human DNMT1 methyltransferase inhibitors, primary screen, biochemical, molecular beacon, fluorescence, HinP1I cleavage, uHTS. 0.83% of 360,000 active. inhibition (reported as % activation of signal), % at 10 µM. DNA (cytosine-5)-methyltransferase 1 (Homo sapiens), P26358; in the data active = inhibition above about 50%
# * hit, by the source's call; i = inactive; · = not tested or not shown.
canonical_smiles,SKN-1 inh,TbMetRS inhib,CendR NRP1 mod,Scp-1 inhibitor,NadD inh,STEP block,Neddylation inh,SUMO1 PPI mod,LMPTP inh,DNMT1 inh
Cc1nn(CCC(=O)Nc2cccc(C#N)c2)c(C)c1S(=O)(=O)N1CCCCC1,-2,0.0,5,-2,-5,0,i,7,-2.0,4
C/C(Cc1ccccc1)=N\NC(=O)CNC(=O)c1ccccc1F,6,-0.6,1,10,-7,-4,i,-1,-1.6,5
Cc1cccc(COCC(CC(C)C)N2CCN(C(=O)c3ccc(C(F)(F)F)cc3)CCC2=O)c1 (stereo unspecified),-5,-0.4,-1,-4,0,-2,i,25,1.2,3
CCOC(=O)c1[nH]c(C)c(C(=O)NCc2cccnc2)c1C,-15,-0.2,-1,-4,4,0,i,-3,0.4,-1
Cc1cc(Oc2ccc(=O)n(C)n2)nc(Oc2ccc(=O)[nH]n2)n1,1,0.1,0,0,1,2,i,0,-1.0,7
CC(C)(C)C(=O)/C(C#N)=C/c1ccc(O)cc1,17,-1.6,-3,-10,0,1,i,-4,5.2,2
CCOc1ccccc1NC(=O)NNC(=O)COc1cccc(C)c1C,-5,0.0,16,-7,-11,0,i,1,-1.2,-1
O=C1C=C(NCC2CCCO2)CC(c2ccccc2)C1 (stereo unspecified),8,-0.8,7,-2,5,-1,i,1,-2.7,1
CCCn1c(N)c(C(=O)CN(C)CC(=O)Nc2c(C)cc(C)cc2C)c(=O)[nH]c1=O,4,-0.5,-2,-6,-3,1,i,-4,-0.7,0
CCOc1ccc2[nH]c3c(=O)n(CCc4ccc(OC)cc4)cnc3c2c1,4,-0.1,-3,-5,0,3,i,2,0.3,24
CCC(Sc1ccc2nnc(-c3cccnc3)n2n1)C(=O)OC (stereo unspecified),-13,-0.4,-9,5,-5,-4,i,-9,-1.0,2
CC(C)COP(=O)(c1ccc(N(C)C)cc1)C(O)c1ccncc1 (stereo unspecified),-4,-0.7,2,-2,-2,1,i,2,-1.1,1

# 11 neighbouring compounds from above, quoted:
canonical_smiles,SKN-1 inh,TbMetRS inhib,CendR NRP1 mod,Scp-1 inhibitor,NadD inh,STEP block,Neddylation inh,SUMO1 PPI mod,LMPTP inh,DNMT1 inh
Cc1nn(CCC(=O)Nc2cccc(C#N)c2)c(C)c1S(=O)(=O)N1CCCCC1,-2,0.0,5,-2,-5,0,i,7,-2.0,4
C/C(Cc1ccccc1)=N\NC(=O)CNC(=O)c1ccccc1F,6,-0.6,1,10,-7,-4,i,-1,-1.6,5
Cc1cccc(COCC(CC(C)C)N2CCN(C(=O)c3ccc(C(F)(F)F)cc3)CCC2=O)c1 (stereo unspecified),-5,-0.4,-1,-4,0,-2,i,25,1.2,3
CCOC(=O)c1[nH]c(C)c(C(=O)NCc2cccnc2)c1C,-15,-0.2,-1,-4,4,0,i,-3,0.4,-1
Cc1cc(Oc2ccc(=O)n(C)n2)nc(Oc2ccc(=O)[nH]n2)n1,1,0.1,0,0,1,2,i,0,-1.0,7
CC(C)(C)C(=O)/C(C#N)=C/c1ccc(O)cc1,17,-1.6,-3,-10,0,1,i,-4,5.2,2
CCOc1ccccc1NC(=O)NNC(=O)COc1cccc(C)c1C,-5,0.0,16,-7,-11,0,i,1,-1.2,-1
O=C1C=C(NCC2CCCO2)CC(c2ccccc2)C1 (stereo unspecified),8,-0.8,7,-2,5,-1,i,1,-2.7,1
CCCn1c(N)c(C(=O)CN(C)CC(=O)Nc2c(C)cc(C)cc2C)c(=O)[nH]c1=O,4,-0.5,-2,-6,-3,1,i,-4,-0.7,0
CCOc1ccc2[nH]c3c(=O)n(CCc4ccc(OC)cc4)cnc3c2c1,4,-0.1,-3,-5,0,3,i,2,0.3,24
CCC(Sc1ccc2nnc(-c3cccnc3)n2n1)C(=O)OC (stereo unspecified),-13,-0.4,-9,5,-5,-4,i,-9,-1.0,2

# (further entries)
canonical_smiles,SKN-1 inh,TbMetRS inhib,CendR NRP1 mod,Scp-1 inhibitor,NadD inh,STEP block,Neddylation inh,SUMO1 PPI mod,LMPTP inh,DNMT1 inh
CCOc1ccc(NCCC#N)cc1,-20,-1.1,10,2,-1,-4,i,-4,-0.9,1
C=CCn1c(=O)c2c3c(sc2n2c(Nc4ccc(C(=O)OCC)cc4)nnc12)CCCC3,-10,-1.2,5,15,15,1,i,-4,1.4,8
O=C(c1ccc(N2C(=O)c3ccccc3C2=O)cc1)N1CCN(S(=O)(=O)c2ccccc2F)CC1,7,-0.3,1,·,4,-1,i,-35,0.0,0
COC(=O)c1sccc1NC(=O)Nc1ccc(Cl)c(Cl)c1,1,0.1,-6,-8,1,6,i,-2,0.7,-1
CN(C)c1ccc(/C=N/NC(=O)CCCO)cc1,3,-0.7,-4,-3,-3,0,i,-8,-0.4,3
C=CCNC(=O)c1onc(CSc2cccc(Cl)c2)c1C(=O)O,-1,-0.2,1,1,-2,5,i,4,-0.8,10
CCc1ccc(NC(=O)CN(c2ccc(OC)cc2)S(=O)(=O)c2c(C)[nH]c(=O)[nH]c2=O)cc1,17,-0.4,4,-5,4,-3,i,2,-0.5,2
O=C1NC[C@@H](CCCCN2CCN(CCc3ccc(O)cc3)C(=O)C2=O)N(CCC2CCCCC2)C1=O,1,-0.5,-2,·,5,·,i,0,-1.6,·
COc1ccccc1NC(=O)c1nn(-c2ccc(F)c(F)c2)ccc1=O,-19,-2.1,9,-6,4,1,i,-3,-0.5,1
CCN(CC)S(=O)(=O)c1ccc(Cl)c(NC(=O)c2cc(Cl)cc(Cl)c2)c1,-5,0.6,2,-1,6,1,i,3,1.7,13
CCC(CC)C(=O)c1c[nH]c(C(=O)NCCCN2CCOCC2)c1,15,0.8,-3,-7,2,-3,i,0,-0.1,-2
CCc1ccc(CCC(=O)Nc2sc(C)c(C)c2C(=O)OC)o1,16,-1.6,-6,-4,-4,2,i,1,3.2,-6

# Next part
canonical_smiles,SKN-1 inh,TbMetRS inhib,CendR NRP1 mod,Scp-1 inhibitor,NadD inh,STEP block,Neddylation inh,SUMO1 PPI mod,LMPTP inh,DNMT1 inh
O=S(=O)(NCCc1ccccc1)c1ccc(F)cc1,-2,-0.6,-10,23,-9,1,i,2,-2.1,3
C=CCn1c(SCC(=O)Nc2cc(C)c(Cl)cc2OC)nnc1-c1ccco1,-6,-1.2,-7,-7,8,3,i,6,0.0,-4
COc1cccc(NS(=O)(=O)c2ccc3c(c2)CCN3C(C)=O)c1,-2,0.5,10,-12,-3,0,i,4,-0.2,-2
Cc1ccc(C(=O)NCCn2c(N)c(C#N)c3nc4ccccc4nc32)cc1,8,0.9,-63,-5,1,2,·,32,1.0,-14
Cc1ccc(C(=O)n2nc(-c3ccccc3)nc2NCc2ccco2)cc1,-21,-0.8,3,-6,1,3,i,0,3.9,1
Cc1c(NS(=O)(=O)c2cccc(C(=O)Nc3ccccc3)c2)c(=O)n(-c2ccccc2)n1C,9,-0.3,-9,-1,5,-2,i,-5,-1.2,2
CCOc1ccccc1C(=O)NN1C(=O)C2CCCCC2C1=O (stereo unspecified),6,-0.9,-6,-5,-5,-2,i,3,-0.8,1
C/C(N)=C(\C#N)C(=O)NCCc1ccccn1,-14,-1.0,-2,-5,5,-4,i,-2,0.5,4
COC(=O)CSc1nnc(-c2ccc(OC)c(OC)c2)o1,9,-0.1,-1,-3,-5,-3,i,-3,0.0,2
O=C(Nc1cccnc1Cl)c1cc(-c2ccco2)on1,7,-0.4,-11,0,-5,0,i,-3,0.7,-5
CCN1CNC(=S)N(c2cccc(C)c2)C1,6,-0.5,15,-7,-7,0,i,-6,0.3,-1
Cc1onc(-c2ccccc2)c1C(=O)NNC(=S)NC(=O)c1ccc2c(c1)OCO2,17,1.0,2,-11,3,3,i,13,-0.5,1

# Following part
canonical_smiles,SKN-1 inh,TbMetRS inhib,CendR NRP1 mod,Scp-1 inhibitor,NadD inh,STEP block,Neddylation inh,SUMO1 PPI mod,LMPTP inh,DNMT1 inh
O=C1OC(/C(=C\Nc2ccc(F)cc2F)[N+](=O)[O-])c2ccccc21 (stereo unspecified),-18,-0.1,-7,-6,-2,3,i,1,-1.0,17
CCOc1ccc(S(=O)(=O)N(C)CC(=O)NC2CC2)cc1,-14,-0.4,-1,-2,1,2,i,-1,-0.2,1
O=C(COC(=O)C1CCN(c2ccc(C(F)(F)F)cn2)CC1)Nc1ccc(F)cc1[N+](=O)[O-],-28,-0.1,-1,-3,-4,2,i,-9,3.4,4
CCN(C(=O)CC(C)C)c1nnc(Cn2nnc3ccccc32)s1,9,-0.5,5,-5,-3,5,i,3,-0.2,-2
C=CCNC(=S)NNC(=O)C(CCCC)CC(C)O (stereo unspecified),19,-0.5,-2,-5,4,-1,i,8,0.2,2
N#CCCN(CCC#N)C(=O)COc1ccc(Cl)cc1Cl,-8,0.7,5,-7,3,-4,i,3,0.8,7
CC1CCCCC1NS(=O)(=O)c1ccc(S(=O)(=O)N2CCN(CCC#N)CC2)cc1 (stereo unspecified),4,-1.8,-6,-8,5,2,i,5,0.5,1
Cc1nc(-c2ccc(F)cc2)c(CC(=O)N2CCN(S(=O)(=O)c3cccc([N+](=O)[O-])c3)CC2)s1,-1,-0.8,-59,7,-2,0,i,-25,-0.4,-1
COCCn1c(N)c(N(Cc2ccccc2)C(=O)CSCC(=O)Nc2ccc(OC)cc2)c(=O)[nH]c1=O,2,-0.3,-14,-4,1,0,i,0,-1.5,-1
O=C(NCCCN1CCCC1=O)NC12CC3CC(CC(C3)C1)C2,-24,0.3,1,-3,-1,-3,i,-2,-1.4,4
Cc1cccc(-n2nnc(C(=O)Nc3ccc(F)cc3)c2N)c1,-14,-0.7,8,0,-2,2,i,0,-0.4,-2
COc1ccc(C(=O)CSc2nnc(CNC(=O)c3ccc(OC)c(OC)c3)n2C)cc1,-4,-1.1,7,4,-3,-2,i,-4,-3.2,3
